SARS 3CLpro inh: SARS-CoV 3CLpro protease inhibition | inhibition, % at 6 µM | recombinant SARS-CoV 3CLpro, quenched FRET peptide cleavage | P0C6X7 | actives 0.14% (n = 290,000) | AID 1706; in the data active means inhibition above about 12%
Anthrax LF inh2: blocks Bacillus anthracis lethal factor protease; P15917; multiplex microsphere protease cleavage assay, LF; inhibition, % at 10 µM; actives 0.12% (n = 360,000); further: plate controls were buffer without enzyme for full effect and enzyme alone for no effect
Target sequence (P15917 whole entry, looked up): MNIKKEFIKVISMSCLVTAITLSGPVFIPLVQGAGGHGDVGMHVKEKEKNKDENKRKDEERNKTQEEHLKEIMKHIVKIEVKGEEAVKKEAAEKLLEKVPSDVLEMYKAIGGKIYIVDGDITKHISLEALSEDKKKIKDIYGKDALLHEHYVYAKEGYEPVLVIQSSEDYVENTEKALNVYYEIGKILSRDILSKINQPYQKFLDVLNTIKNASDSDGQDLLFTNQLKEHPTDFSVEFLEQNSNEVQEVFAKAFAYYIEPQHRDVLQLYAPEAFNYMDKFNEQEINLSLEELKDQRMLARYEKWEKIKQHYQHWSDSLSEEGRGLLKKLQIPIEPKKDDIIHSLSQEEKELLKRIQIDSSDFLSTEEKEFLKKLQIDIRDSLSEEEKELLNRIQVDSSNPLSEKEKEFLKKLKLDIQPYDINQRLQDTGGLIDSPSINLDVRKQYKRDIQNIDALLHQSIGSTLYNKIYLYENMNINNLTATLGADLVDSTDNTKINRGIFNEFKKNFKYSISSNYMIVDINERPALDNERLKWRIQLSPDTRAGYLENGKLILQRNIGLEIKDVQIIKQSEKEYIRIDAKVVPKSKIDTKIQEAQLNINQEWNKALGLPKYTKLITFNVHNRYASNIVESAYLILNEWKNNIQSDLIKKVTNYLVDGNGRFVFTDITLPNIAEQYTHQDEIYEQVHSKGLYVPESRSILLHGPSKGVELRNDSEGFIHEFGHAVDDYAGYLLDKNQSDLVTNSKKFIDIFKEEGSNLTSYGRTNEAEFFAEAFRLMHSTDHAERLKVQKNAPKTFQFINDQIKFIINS
PfHsp40 rescue: rescue of PfHsp40-mediated yeast toxicity; actives 0.68% (n = 340,000); S. cerevisiae expressing PfHsp40, growth rescue, ATP luminescence; growth rescue, % at 12.5 µM; AID 504582; in the data active means growth rescue above about 28%, passing the limit was not always enough; inconclusive means no clear call, values can overlap the other calls;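 further: yeast W303a lacking pdr1 and pdr3 grown in galactose medium; growth measured after three days at 30 °C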
Y pestis TopoI: Y. pestis Topo-I inhibition via cleavage products. Y. pestis Topo-I cleavage product accumulation, plate reader. activity, % at 10 µM. actives 0.064% (n = 360,000); in the data active means activity above about 50%, passing the limit was not always enough; inconclusive means no clear call, values can overlap the other calls; further: inactives centre near 2
CCHFV vOTU inh: CCHFV vOTU protease inhibition; actives 0.55% (n = 370,000); AID 651958; inhibition, % at 11.5 µM; Pep-AMC fluorescence; in the data active means inhibition above about 30%; further: 0% = vehicle wells with enzyme and 100% = no enzyme wells
BH1578 lux ind: inducers of Vibrio cholerae quorum light production without autoinducers; V. cholerae BH1578 lux reporter, luminescence, 6 h; activation, % at 18.7 µM; actives 0.16% (n = 350,000); in the data active means activation mostly above about 9.7%, no sharp cut-off; inconclusive means no clear call, values can overlap the other calls; inactive means mostly below about 3.7%; further: not every result past the cut was called active; inactives centre near 0; reference of the scale not given here
TcdB GH inh: TcdB glycohydrolase inhibition; P18177; TcdB glycohydrolase enzymatic assay, plate reader; inhibition, % at 9.99 µM; actives 0.24% (n = 350,000); in the data active means inhibition above about 10%
SSB-PriA inh: inhibitors of Klebsiella pneumoniae PriA binding to SSB C-terminal tail; AlphaScreen SSBct-PriA binding, biotinylated peptide; inhibition, % at 33 µM; actives 0.6% (n = 430,000); AID 1272365; in the data active means inhibition mostly above about 37%, no sharp cut-off; inactive means mostly below about 20%;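 further: plate controls were negative control peptide for no effect and reference peptide for full effect; strong numbers were not always called active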
BoNT-A LC inh2: blocks Botulinum neurotoxin A light chain protease | inhibition, % at 10 µM | multiplex microsphere protease substrate cleavage, flow cytometry | AID 588499 | actives 0.17% (n = 360,000); further: plate controls were buffer without enzyme for full effect and enzyme alone for no effect
DUSP3 inh: DUSP3 (human) phosphatase inhibition; P51452; actives 0.52% (n = 290,000); inhibition, % at 13.3 µM; recombinant VHR phosphatase, pNPP absorbance; in the data active means inhibition above about 50%; further: some compounds called inactive have numbers as strong as hits
Target sequence (P51452 whole entry, looked up): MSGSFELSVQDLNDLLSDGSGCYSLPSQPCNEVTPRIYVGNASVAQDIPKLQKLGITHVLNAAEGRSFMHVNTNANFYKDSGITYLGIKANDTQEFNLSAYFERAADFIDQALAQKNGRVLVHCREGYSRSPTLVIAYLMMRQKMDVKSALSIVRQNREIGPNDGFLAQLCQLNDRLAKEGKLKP
Starred values were filed as active, the others as inactive; i = inactive; ? = inconclusive; . = no result given. Unless noted, no stated cut-off is given here; in the data, active means inhibition above about 30%; inconclusive means no clear call, values can overlap the other calls; inactive means below that.

| Molecule | BH1578 lux ind | SARS 3CLpro inh | SSB-PriA inh | Y pestis TopoI | TcdB GH inh | PfHsp40 rescue | DUSP3 inh | Anthrax LF inh2 | CCHFV vOTU inh | BoNT-A LC inh2 |
| --- | --- | --- | --- | --- | --- | --- | --- | --- | --- | --- |
| CCC1(CC)NC(=O)N(CC(=O)NC(=O)NCc2ccccc2)C1=O | -0.2 | 1 | -11 | 4 | -1.1 | -0.9 | 5 | 6 | 8 | -0.2 |
| O=C(NCc1ccc2c(c1)OCO2)C1CCCN(S(=O)(=O)c2cccc3nonc23)C1 (stereo unspecified) | -0.4 | 6 | -10 | -3 | . | -1.1 | 6 | 2 | 1 | 2.6 |
| O=C(COc1ccc(Br)cc1Cl)NC1CCCCC1 | -0.4 | -1 | -15 | 24 | -0.9 | -0.1 | -7 | 1 | -3 | -0.2 |
| CN(C)C(=S)Nc1nc2ccccc2s1 | -0.3 | 2 | -12 | -1 | 1.0 | ? | 3 | -5 | 7 | -1.8 |
| O=C(CSc1nc2ccc(Cl)cc2[nH]1)c1c[nH]c2ccccc12 | -4.1 | 2 | -6 | -12 | 1.4 | -0.6 | 46 | -3 | 25 | 1.9 |
| CCCc1cc(=O)[nH]c2nnc(SCC(=O)N3CC(C)OC(C)C3)n12 (stereo unspecified) | i | . | -1 | 1 | 0.3 | 11 | . | 4 | -12 | 3.0 |
| CCOC(=O)c1[nH]c2ccc(F)cc2c1N=C(C)N(CC)CC | i | -6 | -5 | -2 | . | 0.4 | -6 | -3 | 6 | -0.4 |
| CCOc1ccccc1N1CCN(CC(=O)Nc2nnc(CC)s2)CC1 | i | 4 | -4 | 7 | . | 0.4 | 12 | -4 | 6 | -0.4 |
| OCC[C@@H]1C[C@H](O)[C@@H](O)[C@]2(OCc3ccc4ccccc4c32)O1 | i | . | . | 6 | 0.8 | . | . | 1 | 0 | -0.2 |
| O=C(NCc1ccco1)c1cc([N+](=O)[O-])ccc1Cl | i | 1 | -3 | 4 | 0.6 | -0.6 | 12 | -1 | 2 | -0.2 |
| O=C(NCC(c1cccs1)N1CCOCC1)c1cc(S(=O)(=O)N2CCOCC2)ccc1F (stereo unspecified) | i | . | -5 | -4 | -0.5 | . | . | 2 | -10 | 4.6 |
| CC(=O)Nc1ccc(S(=O)(=O)N2CCN(CC3CC4C=CC3C4)CC2)cc1 (stereo unspecified) | i | 3 | -11 | 4 | 1.1 | -0.7 | -12 | -2 | -2 | 1.1 |
| COc1cc(O)c(C(CCN2CCCCC2)c2ccc(N(C)C)cc2)c(OC)c1 (stereo unspecified) | -0.9 | . | -3 | -1 | -6.5 | 1.0 | 4 | -9 | 8 | 0.0 |
| CC(C)Sc1oc(-c2ccco2)nc1S(=O)(=O)c1ccccc1 | -0.4 | 3 | -12 | 9 | 0.1 | 1.6 | 9 | -6 | 5 | -0.9 |
| COc1ccc(S(=O)(=O)N(Cc2nc3ccccc3c(=O)[nH]2)C2CCCC2)cc1 | i | 1 | -2 | -6 | . | -0.7 | -5 | -2 | 10 | 0.8 |
| CCOc1cc(/C=N/Nc2ccc(C(=O)O)cc2)ccc1OC(=O)c1ccccc1C | -0.6 | 2 | i | 0 | 0.8 | 0.1 | -4 | 0 | 1 | -0.8 |
| COc1ccc(CN(C)Cc2nc(Cc3cccc(F)c3)no2)c2cccnc12 | -0.2 | 0 | -10 | 25 | 1.6 | -0.9 | 16 | -1 | 2 | -0.4 |
| O=C(CCn1c(=O)oc2ccccc21)Nc1cccc(Br)c1 | 1.6 | 4 | -6 | 5 | 1.0 | 1.2 | 24 | 0 | 18 | 0.2 |
| COC(=O)C1=C(C)NC(=O)CC1c1cc(Br)ccc1F (stereo unspecified) | 0.5 | -5 | -23 | -3 | . | 0.6 | 13 | 1 | 5 | 2.2 |
| Cc1ccc(Cl)cc1NC(=O)c1cc(S(=O)(=O)N2CCOCC2)cn1C | -0.3 | -3 | -10 | -10 | 0.9 | -0.1 | -18 | 0 | 3 | 0.0 |
| COc1ccc(NS(=O)(=O)c2cccc(C(=O)N3CCN(Cc4ccc5c(c4)OCO5)CC3)c2)cc1 | 1.4 | . | 16 | 30 | -0.1 | 0.8 | . | -2 | -4 | 0.7 |
| O=C(Nc1cnc2sc3c(n2c1=O)CCCC3)c1ccc(F)cc1 | 1.1 | -11 | -20 | 7 | . | 1.7 | 25 | . | -1 | . |
| CCN(c1ccccc1)S(=O)(=O)c1csc(C(N)=O)c1 | -6.2 | -6 | 11 | -3 | 0.9 | -0.8 | 10 | 1 | -2 | -2.5 |
| Cn1c(N)c(-c2ccccc2)c2ccc([N+](=O)[O-])cc2c1=O | -0.2 | 0 | -3 | 1 | -0.9 | 1.6 | -8 | 0 | 6 | -1.0 |
| Cc1ccc(C)c(NC(=O)COC(=O)c2ccc3c(c2)OCCO3)c1 | 0.5 | . | 5 | -6 | 0.1 | 0.1 | . | -2 | -1 | -0.6 |
| O=C(CSc1nnc(CNc2ccccc2)o1)N1CCN(C(=O)c2ccco2)CC1 | -6.2 | 2 | -4 | 7 | 0.2 | -1.2 | 20 | -2 | -10 | -0.9 |
| Cc1cc(C)n(-c2nnc(C)n2/N=C/c2cc(Br)ccc2OCc2ccccc2)n1 | i | 1 | . | 30 | . | 1.7 | 16 | -4 | -2 | 0.2 |
| CC(=O)C1=NN(c2ccccc2)C(c2cccs2)N1c1ccc(N(C)C)cc1 (stereo unspecified) | 2.2 | 2 | 32 | 5 | . | 0.1 | -4 | -3 | 4 | 1.0 |
| CCN(C(=O)/C=C/c1ccc2c(c1)OCO2)c1ccccc1 | -0.2 | -2 | -6 | -4 | . | -0.1 | -4 | 1 | 19 | 1.0 |
| CCC(C(=O)NC1CCCC1)n1c(SCc2cccc(C)c2)nc2ccncc21 (stereo unspecified) | 0.0 | -3 | -7 | 23 | -0.8 | 0.6 | 8 | -3 | -2 | 0.1 |
| O=C(COC(=O)c1ccccc1Sc1ccc(C(F)(F)F)cc1[N+](=O)[O-])NC(=O)NC1CCCC1 | -0.8 | -6 | 10 | -2 | 0.4 | 2.6 | 3 | -2 | 1 | -0.5 |
| Cc1ccc(NC(=O)CCc2c(C)nn(-c3ccc(N4CCOCC4)nn3)c2C)cc1 | -1.2 | -1 | -3 | 6 | 1.1 | -0.9 | 2 | -4 | 18 | 1.1 |
| O=C(/C=N/NC(=O)c1ccccc1Br)c1ccccc1 | -0.3 | 3 | . | 4 | 4.2 | -0.4 | 18 | -3 | 0 | 0.3 |
| CC(NC(=O)Nc1cccc(F)c1)c1ccc2c(c1)OCO2 (stereo unspecified) | -1.6 | 2 | 19 | 8 | 0.3 | -0.1 | 6 | -1 | 12 | -2.9 |
| O=C(NC1CCCC1)c1c(O)nc2sccn2c1=O | -0.9 | . | -3 | 3 | 1.0 | 0.3 | . | -4 | -1 | 2.5 |
| NC(=O)c1ccc(-c2ccccc2F)cc1 | -0.4 | 2 | 2 | 3 | 1.0 | -0.4 | 5 | -14 | 8 | -1.1 |
| COC(=O)C1=C(c2ccccc2)C[C@@H]2CC[C@H]1N2C(=O)NCc1cccc2ccccc12 | i | . | -2 | 33 | 0.2 | 2.2 | . | -3 | 6 | 0.6 |
| CCS(=O)(=O)N1Cc2ccccc2CC1C(=O)Nc1nc(C)cs1 (stereo unspecified) | -1.2 | -3 | -3 | -1 | -1.9 | 0.4 | 30 | 3 | -6 | 0.8 |
| COc1ccc(OCC(=O)OC(C)CN2CCCCC2)cc1 (stereo unspecified) | -0.4 | 1 | -15 | 4 | 0.4 | -0.2 | -28 | . | -8 | . |
| O=C(CC1C[C@H](C(=O)N2CCOCC2)[C@@]2(CCC3CCCC3)c3[nH]c4ccccc4c3CCN2C1=O)NCCCn1ccnc1 (stereo partly specified) | -2.0 | . | 5 | 4 | -0.3 | -0.7 | . | -4 | 2 | -0.3 |
| CCOC(=O)C1CCCN(C(=O)c2cc(S(=O)(=O)N(C)C)ccc2N2CCCC2)C1 (stereo unspecified) | -2.3 | . | -3 | -1 | 0.7 | -1.4 | . | -4 | 3 | 5.7 |
| O=C(NCc1ccccn1)c1ccc2nc(C3CCCCC3)oc2c1 | -0.3 | -3 | 5 | 0 | -1.4 | 2.0 | 32 | 1 | 8 | -0.1 |
| Cc1coc(C)c1C(=O)Nc1ccc2ccccc2c1 | -0.2 | 0 | -8 | -8 | -2.0 | 0.2 | 0 | 2 | 0 | 0.3 |
| COc1ccccc1Nc1cc(N2CCOCC2)c2nonc2c1[N+](=O)[O-] | -0.5 | -1 | -14 | -5 | -0.1 | -0.4 | 26 | 0 | -5 | 0.7 |
| COc1cc(NS(=O)(=O)c2ccc(NC(=O)COc3cccc(C)c3)cc2)nc(OC)n1 | 0.0 | 4 | -4 | 9 | 0.4 | 0.9 | 20 | -1 | 3 | -0.1 |
| CCCOc1ccc(C(=O)NNC(=S)NC(=O)CC)cc1 | -0.4 | 0 | 0 | 7 | . | 115* | 17 | 6 | -5 | 0.2 |
| O=c1n2c(c(O)n1C1CCCCC1)C(c1ccccc1)=Nc1ccccc1C2 | . | . | . | . | 0.2 | . | . | -2 | 14 | -0.5 |
| CCOC(=O)c1c2n(c3c(NCc4ccccc4)ncnc13)CCCC2 | i | -1 | -14 | -4 | . | -0.2 | 21 | -1 | 11 | 0.3 |
| O=C(c1ccc(Cn2cc([N+](=O)[O-])cn2)o1)N1CCCCCC1 | -1.7 | 2 | 3 | -3 | 0.8 | 17 | -33 | -1 | 13 | 1.0 |
| O=c1cc(N2CCCCC2)c(-c2ccccc2)nn1Cc1cccc(F)c1 | -1.0 | 3 | 0 | 31 | . | 0.0 | 15 | 0 | 12 | -0.2 |

Further records follow.
| Molecule | BH1578 lux ind | SARS 3CLpro inh | SSB-PriA inh | Y pestis TopoI | TcdB GH inh | PfHsp40 rescue | DUSP3 inh | Anthrax LF inh2 | CCHFV vOTU inh | BoNT-A LC inh2 |
| --- | --- | --- | --- | --- | --- | --- | --- | --- | --- | --- |
| COc1cc(/C=C/C(=O)OCC(=O)Nc2ccc(C)c(S(=O)(=O)N3CCCCC3)c2)ccc1O | -1.4 | -1 | 24 | -1 | 1.4 | 0.9 | -4 | 1 | 5 | -2.0 |
| CC(=O)Nc1ccc(S(=O)(=O)Nc2nc3ccc([N+](=O)[O-])cc3s2)cc1 | -0.2 | 3 | 0 | 8 | -4.8 | 0.1 | 10 | 5 | 6 | -0.5 |
| COC(=O)c1ccc(/C=C/c2c(-c3ccsc3)oc3ccc(N4CCOCC4)cc23)cc1 | 0.4 | -4 | -4 | 8 | 0.7 | -1.6 | -3 | 7 | -1 | 0.2 |
| CN(C)c1ncnc2c1ncn2CCn1cnc2c(N(C)C)ncnc21 | i | . | -1 | 0 | 1.2 | 1.7 | . | -4 | 5 | 0.1 |
| COc1ccc2[nH]c(O)c(N=O)c2c1 | -0.2 | -2 | -1 | 1 | 0.9 | -0.7 | -5 | 0 | -13 | 0.1 |
| CCc1ccc(NC(=O)CCc2nnc3ccc(N4CCCC4)nn23)cc1 | -0.3 | -4 | -3 | 25 | 0.3 | 0.8 | -7 | -2 | 17 | 0.0 |
| O=C1CCCC(O)=C1N=Nc1ccc(S(=O)(=O)N2CCOCC2)cc1 | i | 2 | 9 | 1 | -2.8 | -1.4 | 5 | 1 | 1 | -0.1 |
| CCOC(=O)c1c(C)[nH]c(C)c1C(=O)COC(=O)c1ccc(Cl)c(S(=O)(=O)NCc2ccccc2)c1 | i | 6 | 18 | 33 | . | 1.7 | -9 | -4 | 13 | -0.8 |
| CC(C)Sc1oc(-c2ccco2)nc1S(=O)(=O)c1ccc(F)cc1 | 4.3 | 1 | 3 | -10 | . | 0.9 | 0 | 8 | -4 | 1.2 |

Compound activity from PubChem.

Not all compounds are listed. The share of hits here may be higher or lower than overall.
